UHRF1 MBD2 ctr = UHRF1 methylated DNA binding inhibitors, primary screen, counter-screen for MBD2 inhibitor project, biochemical, TR-FRET, human UHRF1, single concentration | E3 ubiquitin-protein ligase UHRF1 (Homo sapiens), Q96T88 | 370,000 tested, 0.75% active | AID 687016, 2013 | UHRF1 binding to methylated oligo | inhibition, % at 4.4 µM; in the data active means inhibition above about 21%;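 further: UHRF1 SRA domain binding a hemimethylated CpG hairpin DNA probe; 0% = median of test compound wells and 100% = reference inhibitor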
Target sequence (Q96T88 whole entry, looked up, the tested form may be a part): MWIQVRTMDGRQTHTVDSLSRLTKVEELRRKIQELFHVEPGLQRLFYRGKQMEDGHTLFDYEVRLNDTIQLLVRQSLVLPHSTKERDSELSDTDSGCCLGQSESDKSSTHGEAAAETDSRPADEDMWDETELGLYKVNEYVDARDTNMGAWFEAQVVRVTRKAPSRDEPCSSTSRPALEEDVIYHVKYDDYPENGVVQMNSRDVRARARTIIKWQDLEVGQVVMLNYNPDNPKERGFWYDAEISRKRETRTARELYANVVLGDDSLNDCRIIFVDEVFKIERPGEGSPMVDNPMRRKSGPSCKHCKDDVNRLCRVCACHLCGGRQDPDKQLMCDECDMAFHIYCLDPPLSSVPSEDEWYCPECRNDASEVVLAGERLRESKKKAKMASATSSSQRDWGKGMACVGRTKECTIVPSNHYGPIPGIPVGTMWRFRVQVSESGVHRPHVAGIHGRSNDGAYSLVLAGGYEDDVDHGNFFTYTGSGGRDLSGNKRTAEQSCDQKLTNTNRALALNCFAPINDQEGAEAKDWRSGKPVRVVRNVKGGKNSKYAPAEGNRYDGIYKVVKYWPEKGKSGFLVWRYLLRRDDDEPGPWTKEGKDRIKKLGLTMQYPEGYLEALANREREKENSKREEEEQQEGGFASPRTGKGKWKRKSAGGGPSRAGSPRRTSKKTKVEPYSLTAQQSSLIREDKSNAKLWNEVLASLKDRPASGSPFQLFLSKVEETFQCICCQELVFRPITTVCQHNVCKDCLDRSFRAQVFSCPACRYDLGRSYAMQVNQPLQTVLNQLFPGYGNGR
NR1D1 modulator = modulators of Rev-erb alpha DNA binding, primary screen, biochemical, FITC-DNA, fluorescence polarization, uHTS | Nuclear receptor subfamily 1 group D member 1 (Homo sapiens), P20393 | activity, % at 10 µM | 370,000 tested, 0.79% active | AID 1259318, 2017 | Rev-erbα–FITC-DNA binding, 90 min;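 active means activity above about 14%, limit read from the data; passing the limit was not always enough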;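 further: 0% = DMSO wells with 35 nM protein and 100% = DMSO wells with 750 nM protein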
LEDGF integ inh = blockers of LEDGF/p75-dependent integrase strand transfer – biochemical, TR-FRET, high throughput, primary screen | HIV-1 integrase (with human LEDGF/p75) | TR-FRET IN-LEDGF/p75 DNA integration, Eu/Cy5 | inhibition, % at 3.7 µM | 370,000 tested, 0.64% active;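 active means inhibition above the screen-wide mean plus 3 SD, cut at about 13% in these data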;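 further: signal is the Cy5 over europium emission ratio at 671 and 618 nm; 0% = plate median of compound wells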
TCR CD3 inh = inhibitors of human TCR-CD3 interaction, primary screen, biochemical, fluorescence, TAMRA-labeled TCR probe; inhibition, % at 9.4 µM; T-cell receptor (TCR); AID 651800, 2012; 360,000 tested, 0.37% active; in the data active means inhibition above about 19%;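 further: recombinant mutant TCR 2C K166C tagged with TAMRA read by polarization; 0% = receptor in buffer alone and 100% = receptor with positive control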
MBD2 inh = inhibitors of MBD2 binding to methylated DNA, primary screen, biochemical, TR-FRET, DNA-binding domain, human; inhibition, % at 4.4 µM; 370,000 tested, 0.31% active; Methyl-CpG-binding domain protein 2 (Homo sapiens), Q9UBB5; MBD2 binding to methylated oligonucleotide; in the data active means inhibition above about 13%
PRMT1 inh = PRMT1 methyltransferase inhibitors, primary screen, biochemical, fluorescence polarization. 370,000 tested, 1.3% active. inhibition, % at 2.79 µM. recombinant PRMT1, activity-based probe fluorescence polarization;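 active means inhibition above about 21% made by adding two undisclosed values, limit read from the data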
mABHD4 FP = ABHD4 inhibitors, primary screen, biochemical, fluorescence polarization, mouse | inhibition, % at 8.92 µM | 370,000 tested, 0.54% active | purified mABHD4, FP-Rh probe fluorescence polarization | AID 720543, 2013;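 active means inhibition exceeding the mean over every tested compound plus 3 SD, cut at about 30% in these data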;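 further: 0% = plate median of compound wells and 100% = S159A mutant with DMSO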
Target sequence (Q8VD66 whole entry, looked up): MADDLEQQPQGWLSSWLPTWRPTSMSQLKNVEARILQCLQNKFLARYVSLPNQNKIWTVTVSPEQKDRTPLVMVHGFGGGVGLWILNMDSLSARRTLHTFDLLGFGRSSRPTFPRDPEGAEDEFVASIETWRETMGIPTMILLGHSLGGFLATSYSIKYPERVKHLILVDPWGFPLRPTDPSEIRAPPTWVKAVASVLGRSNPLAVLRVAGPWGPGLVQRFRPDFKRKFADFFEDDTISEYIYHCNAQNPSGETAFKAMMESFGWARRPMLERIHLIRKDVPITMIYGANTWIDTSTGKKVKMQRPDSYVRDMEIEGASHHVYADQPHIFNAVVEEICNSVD
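system = mouse ABHD4 enzyme, wild type | medium = HEPES pH 7.0, NaCl, Pluronic buffer | also added = FP-Rh probe | incubation = Enzyme–compound pre-incubation 45 min, then probe 60 min, both 25 °C | technique = fluorescence polarization, excitation 525 nm, emission 598 nm, BODIPY TMR filters | controls = S159A mutant high control, sample median low control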
HTRA1 inh = HTRA1 serine protease inhibitors, primary screen, biochemical, fluorescence polarization, HTS. inhibition, % at 5.96 µM. AID 504803, 2011. recombinant HTRA1, FP-rhodamine activity-based probe. 340,000 tested, 0.5% active; in the data active means inhibition above about 36%;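 further: 0% = enzyme with DMSO and 100% = wells lacking enzyme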
rCAG binder = binders of r(CAG) RNA repeats, primary screen, biochemical, fluorescence; r(CAG) RNA repeat, TO-PRO-1 dye displacement fluorescence; inhibition, % at 3 µM; 370,000 tested, 1.3% active; AID 651821, 2012;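 active means inhibition above the plate cutoff, the mean of all test compounds on that plate plus 3 SD, cut at about 35% in these data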;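 further: 0% = DMSO alone and 100% = 100 µM mitoxantrone as full dye displacement; higher means more dye released from RNA so lower well fluorescence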
PG9 Ab binder = binders of HIV-1 gp120 antibody PG9, primary screen, biochemical, TR-FRET. TR-FRET gp120-PG9 antibody binding. inhibition, % at 6.7 µM. AID 624416, 2012. 360,000 tested, 0.43% active; in the data active means inhibition above about 8.5%
The depositor's hits bear a star; x = no result given. An excerpt (hit frequency here may not be typical).

SMILES	UHRF1 MBD2 ctr	NR1D1 modulator	LEDGF integ inh	TCR CD3 inh	MBD2 inh	PRMT1 inh	mABHD4 FP	HTRA1 inh	rCAG binder	PG9 Ab binder
CN(CC(=O)Nc1ccc(F)cc1)C(=O)c1cn(-c2ccccc2)nc1-c1cccs1	-1	4	-2	-7	3	5	2	-30	5	1.1
CCOC(=O)N1CCN(C(=O)CSc2nnc(-c3cc(OC)ccc3OC)o2)CC1	2	4	-1	-2	4	4	2	11	-10	-0.7
Cc1nc(SCC(=O)Nc2c(C)n(C)n(-c3ccccc3)c2=O)n[nH]1	-1	0	-1	2	-4	4	6	7	0	-2.3
COc1ccc(OC)c(S(=O)(=O)N2CCC(C(=O)NCc3cccs3)CC2)c1	2	-11	2	x	-1	-5	-4	x	4	x
CCCN1CCN(CCCNC(=O)c2ccc(CS(=O)c3ccc(OC)cc3)o2)CC1 (stereo not given)	-3	5	3	2	-6	-4	2	4	-2	-0.3
O=C(NCc1ccco1)c1cc(=O)c2ccccc2o1	0	-4	0	0	0	1	6	5	1	-2.9
O=C(Nc1cccc2c1[nH]c1ccccc12)C(F)(F)F	-5	7	-2	6	-1	0	7	-3	2	-0.5
O=C(NC1(C(=O)O)CCCC1)C(Cl)Cl	-1	1	4	2	1	-2	1	1	1	0.9
Nc1ccc(-c2nc3nc(N)nc(N)c3nc2-c2ccc(N)cc2)cc1	-6	6	-2	-6	-12	0	0	7	14	-7.0
O=C(COC(=O)CNC(=O)C1CCCCC1)Nc1ccc(Cl)cc1F	2	0	1	4	1	-6	-2	-3	-3	-0.2
CCc1nnc(NC(=O)c2nc(S(=O)(=O)Cc3ccccc3)ncc2Cl)s1	-3	4	0	5	0	6	1	2	10	-3.5
COC(=O)C1(C(=O)OC)C[C@H](/C=C/c2ccccc2)N(Cc2ccccc2OC)[C@@H]1c1ccc(F)cc1	0	-8	2	-4	-3	1	-2	x	8	1.1
CCc1ccccc1NC(=S)N1N=CCC1c1ccccc1 (stereo not given)	-5	-1	1	2	-3	2	-4	-3	-1	-3.0
Cc1ccccc1N1CCN(c2ncnc3c2cnn3Cc2ccc(Cl)cc2)CC1	2	3	1	-1	-2	0	-6	-1	3	0.7
Cc1c(C=O)c2ccccc2n1CC(=O)N1CCc2ccccc2C1	-1	-2	-2	-3	0	-1	-4	0	1	-0.1
CC1(C)Cc2ccccc2-c2nnc(SCc3ccccc3)n21	4	-1	2	-2	6	4	-15	-2	-6	-0.1
CN(CC(=O)Nc1cccc(F)c1)C(=O)c1ccccc1OCC(=O)Nc1cccc(C(F)(F)F)c1	-3	7	1	8	4	-2	0	-18	0	-0.9
CCc1cc2c(=O)c(-c3ccc(F)cc3)c(C)oc2cc1OCC(=O)O	0	9	2	4	-3	3	5	1	7	-1.4
CC(=O)c1ccc(NC(=O)COC(=O)c2c3c(nc4ccccc24)/C(=C\c2cccs2)CCC3)cc1	1	-1	0	65*	4	0	-42	-87	14	0.4
CC1CCN(C(=O)CNC(=O)c2ccc(Cl)cc2Cl)CC1	0	-2	0	-5	2	4	9	1	2	1.2
Clc1ccc(-n2nnnc2-c2cnc(-c3ccncc3)nc2-c2cccs2)cc1	0	6	-2	-1	-3	-2	-6	-12	-4	0.0
CCOC(=O)c1cnc2ccc(F)cc2c1Nc1ccc2c(c1)OCCO2	-3	1	1	7	1	-2	-3	-19	1	-2.1
CN(C)S(=O)(=O)c1ccc(N2CCCC2)c(C(=O)N2CCN(S(=O)(=O)c3ccc(F)c(F)c3)CC2)c1	-1	3	-5	1	1	-2	7	-10	4	-2.3
COc1ccc(CO[C@@H]2O[C@H](CO)[C@@H](O)[C@H](O)[C@H]2NC(C)=O)cc1OC	2	1	-3	-1	-1	-1	0	-2	0	-1.0

Full records, looked up by structure:
Results for `CC1(C)Cc2ccccc2-c2nnc(SCc3ccccc3)n21` : UHRF1 MBD2 ctr: 4; NR1D1 modulator: -1; LEDGF integ inh: 2; TCR CD3 inh: -2; MBD2 inh: 6; PRMT1 inh: 4; mABHD4 FP: -15; HTRA1 inh: -2; rCAG binder: -6; PG9 Ab binder: -0.1
Results for `CCc1cc2c(=O)c(-c3ccc(F)cc3)c(C)oc2cc1OCC(=O)O` : UHRF1 MBD2 ctr: 0; NR1D1 modulator: 9; LEDGF integ inh: 2; TCR CD3 inh: 4; MBD2 inh: -3; PRMT1 inh: 3; mABHD4 FP: 5; HTRA1 inh: 1; rCAG binder: 7; PG9 Ab binder: -1.4

Continuation.
SMILES	UHRF1 MBD2 ctr	NR1D1 modulator	LEDGF integ inh	TCR CD3 inh	MBD2 inh	PRMT1 inh	mABHD4 FP	HTRA1 inh	rCAG binder	PG9 Ab binder
COC(=O)CN1C(=O)C(O)(CC(=O)c2ccc(C)cc2)c2cc(Br)ccc21 (stereo not given)	0	-1	4	5	0	-8	3	-5	3	-0.3
C/C(=N\Nc1ccccn1)c1ccc(S(=O)(=O)NCc2ccco2)cc1	-4	3	1	6	-8	1	3	-13	0	-1.4
Cn1c(=O)c2c(nc(Cc3ccc(N)cc3)n2C)n(C)c1=O	0	-4	5	5	-1	-6	-11	2	-1	-1.9
CCC(Sc1ncccc1Nc1ccccn1)C(=O)O (stereo not given)	1	0	1	0	0	-5	4	6	2	-3.7
O=C(CSc1nnc(-c2ccco2)n1Cc1ccccc1)NC(=O)NCc1ccccc1	-2	5	-2	-4	2	4	4	-12	-8	0.4
COc1ccc(-n2c(SCC(=O)N(CC(C)C)CC(C)C)nnc2-c2ccncc2)cc1	-1	-5	3	x	-1	-1	-1	x	-3	x
CCC(Oc1ccc(C)cc1)C(=O)Nc1ccc(S(=O)(=O)Nc2nccs2)cc1 (stereo not given)	-1	-1	2	8	-2	-4	-2	-6	53*	-4.6
O=C(Nc1ccncc1)c1ccccc1[N+](=O)[O-]	0	-1	2	5	-3	4	3	3	0	-1.5
CCn1c(COc2ccccc2)nnc1SCC(=O)c1cccc([N+](=O)[O-])c1	-2	3	-2	3	-6	-1	7	-8	7	-1.4
O=C(Nc1cc(C(F)(F)F)ccc1N1CCOCC1)C1=NN(c2ccccc2)C(=O)CC1	-2	-3	-1	4	1	-1	-6	-14	-5	-2.3
COc1ccc(N=Cc2ccc(N(CCC#N)CCC#N)cc2)cc1	-1	0	0	1	1	-3	-2	-4	-2	-0.9
O=C(CCN1CCCCC1)Nc1cccc(Br)c1	-1	7	6	-1	-4	-3	-3	0	-3	-2.0
O=C(CSc1nc2c(c(=O)n1-c1ccc(Cl)cc1)SCC2)NCc1ccco1	2	-3	1	-2	-4	5	1	3	6	0.8
O=C(O)CCn1cc(C2CC(c3ccccc3)=NN2c2ccccc2)c(-c2ccccc2)n1 (stereo not given)	0	5	0	11	0	1	11	5	55*	2.6
Cc1ccc(-c2ccc(CCC(=O)O)o2)cc1	1	-3	-2	-4	0	40*	8	-1	2	0.3
COC(=O)CSC1=C(C#N)C(c2ccsc2)CC(=O)N1 (stereo not given)	0	0	0	0	2	-2	-5	-1	-3	-0.7
CN(C)c1nc(=Nc2cccc(Cl)c2)ss1	-10	4	3	11	1	16	9	-5	1	2.1
Cc1cc(C)c(NC(=O)c2sc3nc4c(cc3c2N)C(=O)CC(C)(C)C4)c(C)c1	2	2	-4	-1	-3	5	-1	-4	4	-0.1
C#CCNC(=O)C[C@@H]1C(=O)N2CCCC3=C2[C@@]1(C(=O)OCC)CCC3	4	-1	0	x	7	6	-7	x	35*	x
CC(NC(=O)c1ccc(NC(=O)CC2SC(N3CCCC3)=NC2=O)cc1)c1ccc(S(N)(=O)=O)cc1 (stereo not given)	0	3	3	4	-1	1	-3	1	7	-0.7
COC(=O)C1(Cc2cc(-c3cccc(Br)c3)no2)CCN(C(=O)OC(C)(C)C)CC1	2	4	-3	2	3	0	-10	-12	-5	-1.4
COC(=O)c1c(NC(=O)c2nc3nc(C)cc(C(F)F)n3n2)sc2c1CCC2	-2	0	-1	6	-1	-1	0	-8	2	-0.6
O=C(CSc1nnnn1-c1cccc2ccccc12)N1CCOCC1	4	0	5	4	-1	-1	6	-7	0	-3.0
COc1cc(CC(=O)OCC(=O)N2CC(=O)Nc3ccccc32)cc(OC)c1OC	0	-2	2	1	1	-1	2	0	-4	0.0
O=[N+]([O-])c1cc([N+](=O)[O-])c(Oc2cncc(Cl)c2)cc1NC1CCCCCCC1	-3	-5	0	-2	2	1	9	-3	2	1.0
CC(C)C(=O)N1CCC1(C)C(=O)NS(=O)(=O)c1cccs1 (stereo not given)	0	-12	2	2	-1	-3	0	x	1	1.0
Cc1ccnc(NC(=O)CN2C(=O)c3ccccc3C2=O)c1	0	1	-1	7	-3	0	-2	4	2	-4.0
O=C(O)c1cn(-c2ccccc2)nc1-c1ccc(F)cc1	-1	-3	-3	5	-2	0	9	6	4	0.1
COCCNC(=O)CSc1nc2ccc(N3CCOCC3)cc2c(=O)n1CCc1ccccc1	0	0	1	-7	-1	9	14	8	1	-1.2
Cc1ccc(OCCCC(=O)Nc2cc(S(=O)(=O)N3CCOCC3)ccc2N2CCOCC2)cc1	3	10	1	11	7	-4	-5	3	0	-0.5
O=C(Nc1cccc(NC(=O)c2cncc(Br)c2)c1)c1cncc(Br)c1	-1	4	1	1	-3	-2	-14	-16	6	2.5
Cc1sc2nc(SCC(=O)NCc3ccco3)n(C)c(=O)c2c1C	0	3	-2	-6	-3	-2	-4	-1	3	1.6
CCOC(=O)CC(=O)CSc1nc2ccc(C)cc2cc1C#N	0	2	2	0	-4	11	5	-9	22	-12
N#C/C(=C(/O)COC(=O)CSc1ccc2ccccc2c1)c1nc2ccccc2[nH]1	-2	2	-1	8	-4	-1	1	-5	24	-0.1
CC(C)=CC(=O)OCC(=O)Nc1ccccc1Cl	-1	2	0	0	3	-3	-1	-4	-1	2.9
C(=Cc1cnnc2ccccc12)c1ccccc1	-9	4	-5	-2	-2	-3	-5	-3	1	-5.8
CC(C)(C)c1ccc(C(=O)NCc2ccc(Cl)cc2)cc1	-1	-4	-4	-7	4	-2	2	-5	-6	0.2
c1ccc(CNc2nc(NCCOc3ccccc3)c3sccc3n2)cc1	1	-8	1	-1	1	3	29	x	4	-0.4
COCCNC(=O)C1(C)CCCN(Cc2ccccc2N(C)C)C1 (stereo not given)	0	2	-3	-3	7	-1	3	x	-1	1.6
COc1ccccc1NC(=O)/C=C/C(=O)O	-2	0	2	0	-1	-2	2	-15	0	-2.3
CC(=O)OC[C@H]1O[C@@H](n2ccc(=O)[nH]c2=S)C(OC(C)=O)C1OC(C)=O (stereo not given in full)	3	2	2	-17	3	-3	-3	-1	0	0.6
O=C(c1cc(F)c(F)cc1Cl)N1CCN(S(=O)(=O)c2cccs2)CC1	3	1	-7	-6	0	0	-5	5	0	-0.9
CCN(CC)CC(=O)NC12CC3CC(CC(C3)C1)C2	2	-2	-5	0	2	1	8	-3	-3	-0.7
O=C(/C=C/[C@H]1O[C@@H](n2cnc3c(NC(=O)c4ccccc4)ncnc32)[C@H](O)[C@@H]1O)NCCc1ccc(F)cc1	0	-5	3	6	-1	0	2	x	1	-1.0
